Source: PubChem BioAssay (National Center for Advancing Translational Sciences (NCATS))
S-ASM inh: human S-ASM enzyme inhibition; P17405; placental ASM, HMU-PC fluorogenic substrate, 60 min; Potency, µM (top dose mostly 57.5 µM), for the others: at the top dose activity change, negative = inhibition, hits mostly inhibitors; actives 0.006% (n = 340,000); note: potency is the fitted concentration of half-maximal effect
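Fluorogenic HMU-PC substrate (9 uM final) is turned over by placental ASM in 60 min at 37 C after a 10 min compound preincubation. Reaction ended by alkaline stop (pH 10), with fluorescence read at 386/447 nm.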
Tb PFK inh: inhibitors of T. brucei phosphofructokinase | T. brucei PFK, ADP-Glo luminescence | O15648 | AID 485367 | Potency, µM (top dose mostly 57.5 µM), inactives show at the highest dose activity, negative = inhibition, hits mostly inhibitors | actives 0.17% (n = 330,000);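 note: potency is the fitted concentration of half-maximal effect; 0% = uninhibited 1x PFK enzyme wells and -100% = no-enzyme wells; nearly all actives have a fitted effect of over 60% in size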
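In TEA buffer at pH 8.0 with 5 mM MgCl2, enzyme (1.25 nM) converted F6P (0.5 mM) and ATP (0.1 mM) for 45 min at room temperature. ADP product was read by luciferase luminescence.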
TSG101-PTAP inh: blocks PTAP/TSG101 interaction to inhibit HIV-1 budding. Fluorescence polarization, FITC-PTAP peptide / Tsg101 binding. Potency, µM (series often up to 115 µM), for the others: top-dose activity change, negative = inhibition, actives largely listed as inhibitors. Q99816. 340,000 tested, under 10 active; active = well fitted inhibition curve with a large enough effect in the main read-out, with a control signal flat, not every such curve was filed as active; inconclusive = small, poorly fitted or top-dose-only effect, or effect the other way, or a change in a side signal; inactive = no such curve, though single readings can be large or run the other way; note: potency is the fitted concentration of half-maximal effect; % of control where 0% means no effect
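Steps: Tsg101 binding domain dispensed (10 uM final), compounds pinned in DMSO, FITC-labeled PTAP-motif peptide added (50 nM final); after 20 min binding at room temperature, polarization measured.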
Eya2 inh: inhibitors of human Eya2 phosphatase activity; O00167; recombinant Eya2, OMFP fluorescence dephosphorylation (OMFP is methylfluorescein phosphate); Potency, µM (series often up to 76.9 µM), for the others: at the top dose activity, negative = inhibition, most hits filed as inhibitors; actives 0.006% (n = 330,000); note: potency is the fitted concentration of half-maximal effect; % is set by controls: 0 for no effect and ±100 for the full control effect
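Eya2 protein (added as 0.2 uM solution) was preincubated with compound for 10 min at ambient temperature in 50 mM HEPES pH 7.5, 50 mM NaCl, 5 uM MgCl2, 0.05% BSA, 1 mM DTT. OMFP (added at 50 uM) then reacted 10 min; fluorescence read at 485/525 nm.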
ELG1 repair inh: ELG1-dependent DNA repair inhibition | Potency, µM (doses to about 46.1 µM), inactives show at the highest dose activity change, negative = inhibition, actives largely listed as inhibitors | AID 504467 | HEK293T ELG1-luciferase reporter, luminescence, 16 h; DNA damage induced by 5-fluorouridine | actives 2.3% (n = 330,000); note: potency is the fitted concentration of half-maximal effect; % is set by controls: 0 for no effect and ±100 for the full control effect; nearly all actives have a fitted effect of over 55% in size
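Overnight (16 hr) co-exposure of 2,000 cells/well to 5-fluorouridine and compound at 37 °C preceded detection. Luciferase was quantified via ONE-Glo luminescence; loss of signal denotes inhibition.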
A-T KAP1 phos: potential ataxia-telangiectasia treatments restoring KAP-1 phosphorylation; […] A-T fibroblasts, KAP-1 phosphorylation AlphaLISA; neocarzinostatin DNA damage 30 min before lysis; Potency, µM (highest dose often 57.5 µM), for inactives: at the top dose activation, hits mostly activators; actives 0.19% (n = 320,000); AID 485349; note: potency is the fitted concentration of half-maximal effect; % of control where 0% means no effect; nearly all actives have a fitted effect of over 45% in size
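hTERT-immortalized A-T patient fibroblasts ([…]), 500 cells/well in OPTI-MEM, 1% FBS, got compounds for 60 min, then NCS for 30 min at 37C. Lysates were then assayed for phospho-KAP-1 by AlphaLISA (anti-pKAP1 donor, anti-KAP1 acceptor beads), 6 hr at 25C.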
Chronic BCR inh: inhibitors of chronic active B-cell receptor signaling. ABC-DLBCL IkBa-CBG/CBR reporter, luminescence ratio, 4 h. actives 0.05% (n = 340,000). Potency, µM (highest dose often 46.1 µM), inactives show at the top dose ratio change, negative = lower green/red ratio, most hits filed as inhibitors; active = well fitted inhibition curve with a large enough effect in the signal ratio, with a control signal flat, not every such curve was filed as active; inconclusive = small, poorly fitted or top-dose-only effect, or effect the other way, or a change in a side signal; the % refers to the signal ratio;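 note: potency is the fitted concentration of half-maximal effect; plate controls were basal doxycycline-induced cells for no effect and cells given 10 µM MG132 for full effect; MG132 reads +100%, hits lower the ratio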
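Doxycycline induced both beetle luciferases in TMD8 lymphoma cells; IKK-driven degradation limits the IkappaBalpha-fused green signal, while red luminescence normalises for cell number and nonspecific effects. Compounds tested up to 46 uM, 4 hrs.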
TSHR antag: antagonists of human thyroid stimulating hormone receptor; actives 0.2% (n = 330,000); activity change, negative = inhibition, % at 11.5 µM; P16473; TSHR-expressing cells, TSH-stimulated cAMP HTRF, 2 h; stronger effect = lower value;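 active = activity change below a set negative limit, meaning inhibition stronger than a set level, cut at about -70% in these data; inconclusive = activity change between two set negative limits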; note: % is set by controls: 0 for no effect and ±100 for the full control effect
Target sequence (P16473 whole entry, looked up): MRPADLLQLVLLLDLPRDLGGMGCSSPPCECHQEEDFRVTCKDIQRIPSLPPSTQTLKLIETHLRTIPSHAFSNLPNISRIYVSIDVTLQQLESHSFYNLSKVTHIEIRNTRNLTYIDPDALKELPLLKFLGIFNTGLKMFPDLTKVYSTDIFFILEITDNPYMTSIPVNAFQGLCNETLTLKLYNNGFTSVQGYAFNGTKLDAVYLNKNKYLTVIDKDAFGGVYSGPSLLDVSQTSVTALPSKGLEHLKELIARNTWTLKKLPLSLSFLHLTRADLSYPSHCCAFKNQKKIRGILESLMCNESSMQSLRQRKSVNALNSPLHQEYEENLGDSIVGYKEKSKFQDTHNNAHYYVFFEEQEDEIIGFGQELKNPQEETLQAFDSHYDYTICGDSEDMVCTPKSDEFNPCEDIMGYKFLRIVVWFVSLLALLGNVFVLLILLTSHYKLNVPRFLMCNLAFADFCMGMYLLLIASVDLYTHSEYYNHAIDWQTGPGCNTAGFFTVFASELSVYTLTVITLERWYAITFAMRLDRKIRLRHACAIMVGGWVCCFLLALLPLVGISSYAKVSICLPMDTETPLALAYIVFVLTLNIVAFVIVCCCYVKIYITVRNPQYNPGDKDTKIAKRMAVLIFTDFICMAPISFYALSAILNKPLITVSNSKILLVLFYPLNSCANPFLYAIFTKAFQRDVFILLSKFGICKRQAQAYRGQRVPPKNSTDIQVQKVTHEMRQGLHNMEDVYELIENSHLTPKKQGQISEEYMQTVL
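TSHR-expressing cells, 200/well, pre-treated with compound, then stimulated with EC80 TSH (4nM final) for 2 hours at 37 deg C. cAMP measured by competitive HTRF: anti-cAMP cryptate antibody in lysis buffer plus cAMP-d2, read after 30 minutes at room temperature.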
Integrin act MD: integrin-mediated muscular dystrophy alleviation activation | alpha7betagal myoblasts, beta-gal FDG fluorescence, 48 h | Potency, µM (doses to about 38.3 µM), for inactives: at the top dose activation, actives largely listed as activators | actives 0.064% (n = 350,000) | AID 624291;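 note: potency is the fitted concentration of half-maximal effect; 100% = response of the positive control SU9516; nearly all actives have a fitted effect of over 60% in size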
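alpha7betagal+/- myoblasts (passage 13, 250/well) treated 48 h at 37C with compounds at 1:260 dilution of DMSO stock. Lysed, then beta-galactosidase activity read as FDG fluorescence (ex 480/em 540) after 30 min, with pre-read for autofluorescence.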
TCR activator: activators of T cell receptors; primary human leukocytes, anti-CD3, IL-2 HTRF, 48 h; Potency, µM (titrated, usually from 9.22 µM), inactives show at the top dose activation of IL-2 secretion, actives largely listed as activators; 330,000 tested, under 10 active; note: % of control where 0% means no effect
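Activity was scored as IL-2 release from primary human leukocytes given only a TCR signal (a-CD3 beads) plus compound for 48 hr. Detection used a two-antibody HTRF format read at 665nm.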
Mito fusion yeast: blocks mitochondrial division or promotes mitochondrial fusion. S. cerevisiae fusion-defective mutant growth rescue, CellTiterGlo 48 h. Potency, µM (doses to about 46.1 µM), without a hit: at the highest dose growth rescue (activation), most hits filed as activators. actives 0.23% (n = 320,000). AID 485298;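 note: potency is the fitted concentration of half-maximal effect; % of control where 0% means no effect; nearly all actives have a fitted effect of over 45% in size; temperature-sensitive fusion mutants such as fzo1-1 at 37 °C on non-fermentable ethanol glycerol medium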
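Compounds are tested for their ability to restore growth of mitochondrial fusion-defective yeast strains at non-permissive 37C in YPEG medium over 48 hours. Viability is quantified by luciferase luminescence.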
* = called active by the depositor; i = inactive; ? = inconclusive; · = not tested or not shown; & = joins results of further samples; [ ] = dose if it differs, or a comment. Unless noted, calls come from the whole dose curve; as a rule, active = well fitted curve in the direction sought with a large enough effect; inconclusive = small, poorly fitted or top-dose-only effect, or another doubt; inactive = no such curve, though single readings can be large; an effect the other way counts as inactive or inconclusive.

Order of results – S-ASM inh | Tb PFK inh | TSG101-PTAP inh | Eya2 inh | ELG1 repair inh | A-T KAP1 phos | Chronic BCR inh | TSHR antag | Integrin act MD | TCR activator | Mito fusion yeast
O=C1CSc2ccc(S(=O)(=O)NCc3ccc(F)cc3)cc2N1
 : 0% | -1% | -3% | 14% | 0% | -4% | 3% | 1 | -24% | -8% | -3%
Oc1ccc(NC(=S)N=Nc2c(O)[nH]c3ccccc23)cc1
 : -16% | 4% | -2% | -5% | ? | 0% | ? | -6 | -15% | 0% | 5%
CN(C(=O)c1ccccc1[N+](=O)[O-])c1ccccc1C(=O)NCc1ccccc1
 : 1% | 1% | -7% | -1% | -2% | 3% | -3% | 1 | 21% | 2% | 4%
COc1ccc(OC)c(NC(=O)C2CCCNC2=O)c1 (configuration not stated)
 : 3% | 0% | 0% | 24%[15.4 µM] | 8% | -3% | 1% | 11 | 27% | -4% | -2%
Cc1ncc(C[n+]2csc(CCO)c2C)c(N)n1
 : -5%&3% | -4%&0% | 2%&-1% | 3%&-4% | -11%&0% | 0%&10% | -10%&-26% | -5&1 | · | 1%&-1% | -8%&0%
Cc1nc(CC(=O)c2ccc(O)cc2O)cs1
 : 1% | 2% | -4% | 11% | ? | 5% | -18% | 0 | -18% | 2% | -2%
O=C(NCc1ccncc1)Nc1ccccc1
 : 0% | -1% | -11% | -2% | 14% | -5% | 0% | -7 | -14% | -1% | -8%
Cc1ccsc1/C=C(\C#N)C(=O)NC1CCS(=O)(=O)C1 (configuration not stated)
 : 2% | 2% | -7% | -3% | 9% | -14% | ? | -6 | 18% | 5% | 1%
O=C(Nc1ccc(Cl)cc1)NC1CCCc2ccccc21 (configuration not stated)
 : 1% | 3% | 2% | -1% | -4% | 2% | ? | -48 | 11% | 2% | -4%
Cc1cccc(Nc2nc(N3CCCC3)nc(N3CCCC3)n2)c1
 : -17% | 6% | -11% | 3% | -11% | · | 3% | 1 | -27% | -2% | 6%
CC1CC(C)CN(C(=O)CN2C(=O)NC(C)(C)C2=O)C1 (configuration not stated)
 : 3% | -9% | -7% | 12% | -16% | 4% | 2% | 3 | 3% | 1% | -4%
Cc1cccc2sc(NC(=O)CCNS(=O)(=O)c3cccc4nonc34)nc12
 : -7% | 3% | -2% | 0% | ? | -4% | ? | -12 | 0% | 0% | -2%
CS(=O)(=O)N1CCN(C(=O)NC2CCCCC2)CC1
 : -1% | 6% | -3% | -3% | 10% | 1% | -8% | 0 | 4% | -2% | -3%
Cc1ccc(Cl)cc1N1CCN(S(=O)(=O)c2ccc(-c3ccc(=O)[nH]n3)o2)CC1
 : -1% | 2% | -1% | -1% | 4% | -6% | 6% | 9 | 42% | 16% | -5%
O=C(NCCN1CCOCC1)c1cccc(S(=O)(=O)Nc2cc(Cl)ccc2Cl)c1
 : -1% | -7% | 0% | -36% | 16% | -2% | 1% | -9 | 4% | -3% | 3%
Cc1nc2oc(C(=O)c3ccc(Br)cc3)c(N)c2c2c1COC(C)(C)C2
 : 5% | -4% | -4% | 2% | 10% | 0% | 0% | 13 | 5% | 2% | 4%
Cc1c(CCOC(=O)c2ccc(N3CCOCC3)c([N+](=O)[O-])c2)sc[n+]1CC#N
 : -9% | 0% | 1% | -2% | 5% | -13% | ? | -11 | -72%[inhibitor] | 1% | 4%
CC1CCN(c2c(NCC3CCC(C(=O)Nc4ccccn4)CC3)c(=O)c2=O)CC1 (configuration not stated)
 : -4% | -6% | -2% | 1% | ? | -5% | -6% | -7 | 5% | 15% | -5%
Cc1cc(=O)n(C)c(=O)n1CCCCOc1cccc([N+](=O)[O-])c1
 : -3% | 10% | 3% | -1% | 2% | 3% | 4% | -4 | -29% | 0%[46.1 µM] | -1%
Cc1ccc(CCNC(=O)C2CCC(=O)N2C(C)C)cc1 (configuration not stated)
 : 2% | 13% | -2% | 9% | 2% | 5% | 2% | 7 | 18% | · | 1%
C=CCn1c(SC2CCOC2=O)nc2sc(C)c(C)c2c1=O (configuration not stated)
 : -1% | 0% | -4% | 6% | 3% | -2% | ? | -33 | 1% | 2%[46.1 µM] | 1%
CCOC(=O)C1=C(N)n2c(s/c(=C\c3cccs3)c2=O)=C(C(=O)OCC)C1c1cccs1 (configuration not stated)
 : -2% | -2% | 0% | -5% | -2% | 2% | ? | -4 | 3% | -6% | 4%
CCCCC(=O)Nc1ccccc1Oc1ccccc1
 : -3% | -1% | -3% | -12% | 1% | ? | 1% | -1 | 2% | -3% | -1%
CC(C)(C)S(=O)(=O)c1cnc(N2CCOCC2)nc1N
 : -1% | 1% | 0% | 6% | 1% | 11% | ? | 2 | 8% | -2% | -1%
CCc1cc(=O)oc2cc(OCC(=O)NC3CC(C)(C)NC(C)(C)C3)ccc12
 : 4% | 1% | -4% | 0% | 22% | -3% | -23% | 8 | 0% | -4% | 7%
Cc1ccccc1SCC(=O)N/N=C/c1ccc(F)cc1
 : -2% | -2% | -4% | -6% | -8% | 2% | -8% | -7 | ? | 0% | -15%
CCc1ccccc1NC(=S)NCC1CCN(c2ccc(OC)cc2)C1 (configuration not stated)
 : -20% | 0% | 1% | 7% | -24% | -64%[inhibitor] | 2% | -10 | -26% | -2% | 15%
CCCCNc1c(-c2ccc(OC)c(SC3CCCCC3)c2)nc2ccc(C)cn12
 : 337%[activator] | 8% | -7% | -6% | ? | 5% | 0% | -36 | -46%[inhibitor] | -3% | ·
COc1ccccc1CCNC(=O)c1ccoc1C
 : 4% | -5% | -10% | -1% | ? | -7% | -11% | -3 | 25% | · | 5%
Cc1cc(=O)[nH]c(Nc2ccc(Cl)cc2)n1
 : 0% | 21µM* | -7% | 2% | 10% | -6% | 1% | -11 | -7% | 7% | -4%
Cc1[nH]c2ccccc2c1C(=O)CCl
 : 1% | 0% | -1% | 3% | ? | -2%[11.5 µM] | ? | 5 | -6% | -12% | -18%
CC(C)OC(=O)CC12CN3CN(C1)CC(CC(=O)OC(C)C)(C3)C2=O
 : 2% | -1% | -1% | -16% | -2% | -4% | ? | 12 | 22% | 0%[46.1 µM] | -2%
COc1ccc2c(COC(=O)[C@H](C)NS(=O)(=O)c3ccccc3F)cc(=O)oc2c1
 : 17% | -1% | -10% | -13% | 25% | 4% | 0% | -6 | 4% | -4% | ·
Cc1c(-c2cccc(NC(=O)c3cccs3)c2)nc2ncccn12
 : i | 0% | -1% | 1% | ? | 6% | ? | 5 | 0% | 6%[46.1 µM] | 0%
Cc1ccc(C(=O)NCCNC(=O)COc2ccc(Cl)cc2)cn1
 : -2% | 1% | 0% | 3% | -4% | -1% | -9% | -8 | 7% | 1% | -3%
CC(C)c1nc(CNC(=O)C2CCC(=O)N(CCc3cccc(F)c3)C2)cs1 (configuration not stated)
 : 2% | 3% | -6% | -8% | -5% | 14% | 2% | 11 | 20% | 1% | 0%
COC(=O)c1c(NC(C)=O)sc2c1CCCC2
 : -2% | -6% | -2% | -18% | 23% | -3% | 3% | 12 | 1% | -8% | -3%
Cc1cccc(C(CC(=O)NCCc2ccccc2)c2ccccc2)c1O (configuration not stated)
 : -1% | 0% | 0% | 2% | -4% | 1% | 2% | 1 | ? | -2% | 13%
CCOC(=O)c1ccccc1NC(=S)N1CCC(C(N)=O)CC1
 : -1% | -5% | -5% | -15% | 23% | -4% | 4% | 4 | 12% | -1% | -2%
NS(=O)(=O)c1ccc(NS(=O)(=O)c2ccc(C3CNC(=O)C3)cc2)cc1 (configuration not stated)
 : 4% | 0% | -4% | ? | 8% | 8% | 0% | 7 | -10% | 0% | -2%

Taken from above:
A-T KAP1 phos with Cc1cccc(C(CC(=O)NCCc2ccccc2)c2ccccc2)c1O (configuration not stated) reads 1%
ELG1 repair inh with Cc1ccc(C(=O)NCCNC(=O)COc2ccc(Cl)cc2)cn1 reads -4%
